Compound activity deposited in PubChem BioAssay by National Center for Advancing Translational Sciences (NCATS).
TbPYK inhibitor – blocks Trypanosoma brucei pyruvate kinase | Q57TT1 | TbPYK enzyme, Kinase-Glo Plus ATP luminescence, 45 min | Potency, µM (doses to about 76.8 µM), inactives show at the highest dose activity, negative = inhibition, usual class: inhibitors | 410,000 compounds, 0.12% hits; active means well fitted inhibition curve with a large enough effect; further: nearly all actives have a fitted effect of over 50% in size
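ADP (130 uM final) triggers the TbPYK reaction after compound addition; incubation is 45 min at room temperature. Kinase-Glo Plus is then added and luminescence imaged. Normalized data are fitted to concentration-effect curves.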
* marks the source's active call; other numbers are inactive results; [ ] = dose if it differs, or a comment. On the % scale 0 is the no-effect control and ±100 the full control effect; potency means the concentration at half of the fitted maximal effect. Some of the compounds tested, so the mix of outcomes need not match the whole.

Preview (7 entries):
molecule	TbPYK inhibitor
OCC(O)C1OCOC(C(O)CO)C1O (stereo not drawn)	-2%
Cc1nc2nc(NC(=O)c3ccc(C(C)(C)C)cc3)[nH]n2c(=O)c1Cl	3%
Cc1nn2c(=O)cc(COC(=O)c3ccc(C(C)(C)C)cc3)nc2s1	-2%
COc1ccc(CN2C[C@@H](CO)O[C@@H](n3cnc4c(N5CCN(c6ccccc6)CC5)ncnc43)C2)cc1	0%
COc1ccc(NC(=O)c2cc3c(=O)n(Cc4cccs4)ccc3nc2C)c(OC)c1	0%
CCOc1ccc(NC(=O)CCc2c(C)nc3c(c(C)nn3-c3ccccc3)c2C)cc1	-3%
Cc1cc(C)c(Cn2c(=O)n(CCCCCC(=O)NCc3ccc4c(c3)OCO4)c(=O)c3sccc32)c(C)c1	3%

This part in full, from the first entry:
molecule	TbPYK inhibitor
OCC(O)C1OCOC(C(O)CO)C1O (stereo not drawn)	-2%
Cc1nc2nc(NC(=O)c3ccc(C(C)(C)C)cc3)[nH]n2c(=O)c1Cl	3%
Cc1nn2c(=O)cc(COC(=O)c3ccc(C(C)(C)C)cc3)nc2s1	-2%
COc1ccc(CN2C[C@@H](CO)O[C@@H](n3cnc4c(N5CCN(c6ccccc6)CC5)ncnc43)C2)cc1	0%
COc1ccc(NC(=O)c2cc3c(=O)n(Cc4cccs4)ccc3nc2C)c(OC)c1	0%
CCOc1ccc(NC(=O)CCc2c(C)nc3c(c(C)nn3-c3ccccc3)c2C)cc1	-3%
Cc1cc(C)c(Cn2c(=O)n(CCCCCC(=O)NCc3ccc4c(c3)OCO4)c(=O)c3sccc32)c(C)c1	3%
Cc1nc2c(O)c3c(c(O)c2nc1C)C1C=CC3CC1	4%
CCOc1ccc(CN2CCN(S(=O)(=O)c3ccc(Cl)cc3)CC2)cc1	1%
OC(CSc1ccccc1)CN1CCN(c2ccccc2)CC1 (stereo not drawn)	-14%
Cc1cc(C(=O)Nc2ccc(Cl)cc2)c2c(C)nn(-c3ccccc3)c2n1	-2%
COc1cccc(Cn2c(=O)n(CCc3ccccc3)c(=O)c3c2c2cc(OC)ccc2n3C)c1	-3%

Later entries:
molecule	TbPYK inhibitor
O=C(O)c1ccccc1CC(CCc1ccccc1)C(=O)O (stereo not drawn)	-19%
CC(C)C[C@@H](CO)NS(=O)(=O)c1cc(Cl)ccc1F	1%
COc1ccccc1Cc1c(-c2ccc(C#N)cc2)nc2c(Cl)cc(C(F)(F)F)cn12	3%
Cc1cc(C)c2oc(C(=O)Nc3ccc(S(=O)(=O)N4CCCCCC4)cc3)cc(=O)c2c1	0%
Cc1ccc(Cc2ccccc2C(=O)O)cc1	3%
COc1ccccc1N1CCN(CCCCN2C(=O)c3ccccc3C2=O)CC1	3%
COc1ccc(NC(=O)C2Cc3c(-c4cccc(NC(C)=O)c4)ccnc3O2)cn1 (stereo not drawn)	1%
CCOc1ccccc1NC(c1nnc(-c2ccccc2)o1)c1ccc(F)cc1Cl (stereo not drawn)	-8%
CC(C)[C@H](CO)Nc1nc(Nc2ccc(C(=O)O)c(Cl)c2)c2ncn(C(C)C)c2n1	-3%
CC(=O)Nc1ccc2c3c(cccc13)CC2	-6%
CCc1ccc(CNC(=O)c2sc3ncnc(N(C)C4CCCCC4)c3c2C)cc1	-4%
COc1ccc(C(O)c2nc(-c3cccc(CO)c3)cs2)cc1 (stereo not drawn)	6%

Further results follow.
molecule	TbPYK inhibitor
O=C(Nc1ccccc1[N+](=O)[O-])OCC=Cc1ccccc1	2%
O=C(NCc1ccccc1F)C1CCN(c2nn3cc(-c4ccc(F)cc4)nc3s2)CC1	2%[15.4 µM]
CC(C)Nc1nc(NCCN2CCNC2=O)c2sccc2n1	-4%
CNC(=O)c1cnc2sc(N3CCC(C)CC3)nn2c1=O	-2%
Cc1cccc(CNC(=O)Cn2c(-c3cccs3)cc3ccccc32)c1	8%
COc1c2c(c(OC)c3ccccc13)[C@@]1(OC2)O[C@H](CCO)C[C@H](O)[C@H]1O	-4%
Cc1cccc(C(=O)NCCc2nc3ccccc3n2Cc2ccc(Cl)cc2)c1	2%
COc1ccccc1CNC(=O)c1cc(-c2ccc(F)cc2OC)n[nH]1	3%
COc1ccc(NC(=O)Cn2c(SCc3ccc(C)cc3)nc3cccnc32)c(OC)c1	2%
O=C1CCCCCC(=O)[C@H](O)C[C@H](c2ccccc2)O1	4%
CCOc1ccc(C(=O)Nc2ccc3nc(N(CC)CC)cc(C)c3c2)cc1	5%
COc1ccc(S(=O)(=O)N(CC(=O)Nc2ccc(C)cc2)c2ccc(C)cc2)cc1OC	2%

Entries above that contain an aryl thioether with sulfur outside any ring (2):
molecule	TbPYK inhibitor
OC(CSc1ccccc1)CN1CCN(c2ccccc2)CC1 (stereo not drawn)	-14%
COc1ccc(NC(=O)Cn2c(SCc3ccc(C)cc3)nc3cccnc32)c(OC)c1	2%

Next records.
molecule	TbPYK inhibitor
COC(=O)c1ccc(Cn2nnc3sc4c(c3c2=O)CCCC4)cc1	-7%
Cc1ccc2c(CN3CCN(C(=O)c4ccc(F)cc4)CC3)cc(=O)oc2c1	0%
CC(=O)Nc1c(C)nn(-c2ccccc2)c1N1CCC(C(=O)NCc2ccc(Cl)cc2)CC1	-5%
Cc1cccc(NC(=O)CSc2nc3ccc(NC(=O)CCc4ccccc4)cc3s2)c1	1%
CC(CO)NS(=O)(=O)c1cccc(Cl)c1F (stereo not drawn)	-10%
CCCNC(=O)c1ccc2nc(CCc3ccccc3)oc2c1	3%
O=C(NN=Cc1ccccc1O)C(O)(c1ccccc1)c1ccccc1	-5%
Cc1cc(C)c(S(=O)(=O)N2CCC(n3c(C(F)(F)F)nc4cccnc43)CC2)c(C)c1	1%
COc1ccc(C(=O)O)cc1S(=O)(=O)Nc1cc(C(F)(F)F)ccc1N1CCCCC1	7%
Cc1c(Cl)cccc1NC(=O)c1cc(S(=O)(=O)N2CCCCC2)cn1C	3%
CC(=O)c1ccc(NC(=O)CSc2ccc3nc(-c4ccccc4)cn3n2)cc1	-6%
COc1ccccc1C/C(N)=N/OC(=O)COc1ccc(C)cc1C	0%

The listing continues:
molecule	TbPYK inhibitor
O=S(=O)(c1ccc(Cl)cc1)c1nc(-c2cccs2)oc1SCc1ccccc1F	-1%
CC(=O)c1ccc(NC(c2ccc(F)cc2)c2nnc(-c3ccccc3)o2)cc1 (stereo not drawn)	-1%
CNC(C)C#Cc1ccc2c(=O)c3ccccc3oc2c1 (stereo not drawn)	2%
CCOC(=O)c1ccc(N2C(=O)c3[nH]nc(-c4ccc(C)cc4)c3C2c2cccc(F)c2)cc1 (stereo not drawn)	4%
Cc1ccc2nc(-c3ccc(NC(=O)C(C)Sc4nncs4)cc3)sc2c1 (stereo not drawn)	-1%
CCOc1ccc(-c2oc3cc(Cl)ccc3c(=O)c2O)cc1OC	-9%
COc1cccc(CNC(=O)C(NS(=O)(=O)c2cccs2)C(C)C)c1 (stereo not drawn)	2%
CCC(=O)N1CCc2cc(Br)cc(S(=O)(=O)CCC(=O)NCCc3ccc(C)cc3)c21	-4%
NC(=O)Cn1nc(-c2ccccc2)nc1-c1ccccc1	-1%
Cc1c(C(=O)Nc2ccc(C(=O)O)cc2)nnn1-c1ccccc1	-3%
CCOc1ccc(NCc2cccn2-c2nnc(N3CCC(C(=O)NCc4ccc(C)cc4)CC3)s2)cc1	-1%
Cc1cc(F)ccc1NC(=O)C(c1ccccc1)N1Cc2ccccc2C1=O (stereo not drawn)	-5%

Additional entries
molecule	TbPYK inhibitor
CCOC(=O)N1CCN(Cc2nc3cc(NC(=O)c4ccc(OC)cc4)ccc3n2C(C)C)CC1	0%
O=C(COc1ccccc1F)Nc1ccc2nc(SCC(=O)N3CCCC3)sc2c1	-1%
COc1ccc(N2CCN(Cc3cc(=O)oc4ccc(OC)cc34)CC2)cc1	0%
C[C@@H]1CN([C@@H](C)CO)C(=O)CCCn2cc(nn2)CO[C@H]1CN(C)S(=O)(=O)c1ccc(C#N)cc1	-4%
COc1ccc(-c2cnc3c(NC(C)=O)cc(-c4cccc(C(=O)NCCO)c4)cn23)cc1OC	0%
CC(=O)N1CCc2c(sc3c2c(=O)n(Cc2ccccc2)c(=O)n3Cc2cc(C)ccc2C)C1	-4%
Cc1ccc(S(=O)(=O)Nc2cccc(-c3cn4cccc(C)c4n3)c2)c(C)c1	5%
Cc1cc2c(cc1NS(=O)(=O)c1ccc(NC(=O)CC(C)C)cc1)n(C)c(=O)c(=O)n2C	-9%
O=[N+]([O-])c1ccc(Sc2ccncn2)c([N+](=O)[O-])c1	2%
O=C1N[C@@H](Cc2c[nH]c3ccccc23)C(=O)N[C@H]1Cc1ccccc1	0%
Cc1ccc(OCC(=O)Nc2ccc3nc(SCC(=O)Nc4ccc(C)cc4C)sc3c2)cc1	-4%
COC(=O)c1cccc(CN2C(=O)C(C)Sc3ccc(C#N)cc32)c1 (stereo not drawn)	1%

The list continues:
molecule	TbPYK inhibitor
OC[C@H]1O[C@@H](c2nc(-c3ccccc3Br)no2)[C@H](O)[C@@H](O)[C@H]1O	1%
CCOC(=O)c1cnc2c(ccc3ccccc32)c1Nc1cccc(C(F)(F)F)c1	2%
CC(C)OCc1cc(CN2CCN(c3cccc(C(F)(F)F)c3)CC2)c(O)c2ncccc12	0%
COC(=O)c1ccc(N2C(c3cc(OC)cc(OC)c3)=Cc3ccc(OC)cc3C2CC(=O)c2ccco2)cc1 (stereo not drawn)	-6%
Cc1ncnc(N)c1CCCNc1ccccc1	0%
O=C(NC1CCCCC1)C1c2ccccc2OCC(=O)N1C1CC1 (stereo not drawn)	1%
CCc1ccc(NC(=O)Cn2c(=O)n(-c3ccccc3C)c(=O)c3c2c2cc(OC)ccc2n3C)cc1	2%
O=C(O)C(Cc1cccs1)c1cccs1 (stereo not drawn)	15%
Cc1cc(C)n(-c2nc3ccccc3nc2Nc2ccc(Cl)cc2Cl)n1	4%
CC(=O)c1ccc(N2C(=O)N(Cc3cccc(C(F)(F)F)c3)c3ccccc3S2(=O)=O)cc1	-2%
CC12CCC(O)CC1CCC1C2CCC2(C)C(C3=CC(=O)OC3)CCC12O (stereo not drawn)	-8%
COc1cccc(Cn2nnc(C(=O)Nc3cc(C)ccc3C)c2N)c1	-3%

(cont.)
molecule	TbPYK inhibitor
O=C(NCCc1ccc(Cl)cc1)C1CCN(Cc2cc3ccccc3n2Cc2ccccc2)CC1	1%
COc1ccccc1-c1nc(CNC(=O)Nc2ccccc2)c(C)o1	3%
COCCNC(=O)C1(C)CCCN(C(=O)c2ccc(F)cc2Cl)C1 (stereo not drawn)	-4%
CC1(C(=O)Nc2cccc(C(F)(F)F)c2)Cc2c(-c3cccc(C(F)(F)F)c3)ccnc2O1 (stereo not drawn)	-13%
COc1ccc2c(CNCCc3cccs3)c(C(=O)O)n(Cc3ccccc3C)c2c1	-1%
Cc1coc2cc3oc(=O)c(CC(=O)NCc4ccc(F)cc4)c(C)c3cc12	-4%
CCCCN(C)C(=O)c1sc(=O)n(Cc2ccccc2C#N)c1C	2%
COc1ccccc1Cn1c(C)c(C(=O)NCc2cccc(C)c2)sc1=O	3%
Cc1cccc(NC(=O)CSc2cn(CC(=O)N3CCCC3)c3ccccc23)c1C	-10%
CC(C)N(C)c1ncnc2c1ncn2[C@H]1CN(Cc2ccco2)C[C@@H](CO)O1	-4%
COC(=O)c1ccccc1NC(=O)c1ccc(CN2CC(=O)N3CCCCC3C2=O)cc1 (stereo not drawn)	-8%
CCOC(=O)c1c(NC(=O)COc2ccccc2F)sc2c1CCCC2	4%

Additional results:
molecule	TbPYK inhibitor
CCC(CC)C(=O)OCC(=O)C1(O)CCC2C3CCC4=CC(=O)CCC4(C)C3C(O)CC21C (stereo not drawn)	-6%
COc1ccc(CCN2CC(C(=O)NCc3cccc(F)c3)CCC2=O)cc1 (stereo not drawn)	-1%
CCc1nc(-c2cc(S(=O)(=O)N3CCN(c4ccccc4OC)CC3)ccc2OC)no1	2%
Cc1cccc(CN2CCN(C3CN(CCc4ccccc4)S(=O)(=O)C3)CC2)c1 (stereo not drawn)	5%
Cc1c(Cl)cccc1N=C1NC(=O)CS1	-8%
CC(=O)OC1CC(OC2C(O)CC(OC3C(O)CC(O[C@H]4CC[C@]5(C)C6CC[C@]7(C)[C@@H](C8=CC(=O)OC8)[C@@H](O)C[C@]7(O)[C@@H]6CC[C@@H]5C4)OC3C)OC2C)OC(C)C1OC1OC(CO)C(O)C(O)C1O (stereo partly drawn)	1%
COc1ccc(C(O)c2nc(-c3ccc4ccccc4c3)cs2)cc1 (stereo not drawn)	1%
C[C@@H]1CN([C@@H](C)CO)C(=O)CCCn2nncc2CO[C@H]1CN(C)Cc1ccc(C(F)(F)F)cc1	-1%
COc1ccc(NC(=O)CC2C(=O)N(c3ccc(F)cc3)C(=O)N2Cc2cccnc2)cc1 (stereo not drawn)	1%
CC12CCCCC1C(C(N)=O)C(=O)O2 (stereo not drawn)	-7%
CCOc1cc(N2CCOCC2)c(OCC)cc1NC(=O)c1ccc(S(=O)(=O)N2CC(C)OC(C)C2)cc1 (stereo not drawn)	2%
O=C(Cc1cccc(NC(=O)C2CCN(C(=O)C3CCCC3)CC2)c1)Nc1cccc(C(=O)N2CCCCC2)c1	2%

New compounds follow
molecule	TbPYK inhibitor
CCCC(=O)c1ccc(OCc2cn(CC(=O)c3ccc(O)cc3)nn2)cc1	-5%
COc1ccc(Nc2nc3ccccc3c3nnc(C)n23)cc1Cl	1%
CCCCN(CCCNC(=O)c1cc(Nc2ccccc2OC)nc2ccccc12)c1ccccc1	-4%
CCCCNC(=O)C1c2ccccc2OCC(=O)N1CCc1ccc(OC)c(OC)c1 (stereo not drawn)	-3%
